High-throughput results from PubChem.
Vif inh: inhibitors of HIV Vif; HEK293T cells, Vif self-association by quenched fluorescence, imaging, 24 h; inhibition, % at 7.49 µM; hit rate 0.35% among 340,000; in the data active = inhibition above about 50%, passing the limit was not always enough; note: some results filed as inactive read as strong as hits
LMP1 NFkB inh: inhibitors of Epstein-Barr LMP1-induced NF-kappaB reporter | LMP1-induced NF-kappaB luciferase reporter cells, luminescence | inhibition, % at 12.5 µM | hit rate 0.69% among 350,000; in the data active = inhibition above about 41%;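 note: 0% = neutral control wells and 100% = reference inhibitor control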
SRC3 inh: inhibits human SRC3 coactivator; inhibition, % at 3.6 µM; HEK293 GAL4-SRC3 luciferase reporter, luminescence; Q9Y6Q9; AID 588352; hit rate 0.17% among 360,000;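 active = inhibition above a per-campaign cutoff, the mean of all compounds plus 3 SD, cut at about 60% in these data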;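 note: 0% = DMSO-treated cells and 100% = gossypol-treated cells at 36 µM; higher means less SRC3-driven luciferase light from the GAL4 reporter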
NOD2-RIPK2 inh: inhibitors of human NOD2-RIPK2 interaction. hit rate 0.38% among 360,000. CHO BLA complementation NOD2-RIPK2, CCF4 ratio. inhibition, % at 4.98 µM. O43353; in the data active = inhibition above about 21%;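 note: 0% = vehicle only and 100% = reference blocker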
TRAIL sens C8: sensitizes caspase-8 expressing cells to TRAIL; NB7+C8 cells + TRAIL, ATPlite viability luminescence; inhibition (viability loss, TRAIL sensitization), % at 10 µM; hit rate 1% among 360,000; AID 624354;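 active = compounds causing at least 50% loss of cell viability in the single-dose screen, relative to plate controls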
SRC1 inh: human NCOA1 inhibition; Q15788; hit rate 0.12% among 360,000; inhibition, % at 3.6 µM; HEK293 GAL4-SRC1 luciferase reporter, luminescence;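 active = inhibition above the campaign mean plus 3 SD, with each screening campaign given its own cutoff, cut at about 60% in these data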;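 note: 0% = DMSO treated cells and 100% = gossypol at 36 µM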
Target sequence (Q15788 whole entry, looked up, the tested form may be a part): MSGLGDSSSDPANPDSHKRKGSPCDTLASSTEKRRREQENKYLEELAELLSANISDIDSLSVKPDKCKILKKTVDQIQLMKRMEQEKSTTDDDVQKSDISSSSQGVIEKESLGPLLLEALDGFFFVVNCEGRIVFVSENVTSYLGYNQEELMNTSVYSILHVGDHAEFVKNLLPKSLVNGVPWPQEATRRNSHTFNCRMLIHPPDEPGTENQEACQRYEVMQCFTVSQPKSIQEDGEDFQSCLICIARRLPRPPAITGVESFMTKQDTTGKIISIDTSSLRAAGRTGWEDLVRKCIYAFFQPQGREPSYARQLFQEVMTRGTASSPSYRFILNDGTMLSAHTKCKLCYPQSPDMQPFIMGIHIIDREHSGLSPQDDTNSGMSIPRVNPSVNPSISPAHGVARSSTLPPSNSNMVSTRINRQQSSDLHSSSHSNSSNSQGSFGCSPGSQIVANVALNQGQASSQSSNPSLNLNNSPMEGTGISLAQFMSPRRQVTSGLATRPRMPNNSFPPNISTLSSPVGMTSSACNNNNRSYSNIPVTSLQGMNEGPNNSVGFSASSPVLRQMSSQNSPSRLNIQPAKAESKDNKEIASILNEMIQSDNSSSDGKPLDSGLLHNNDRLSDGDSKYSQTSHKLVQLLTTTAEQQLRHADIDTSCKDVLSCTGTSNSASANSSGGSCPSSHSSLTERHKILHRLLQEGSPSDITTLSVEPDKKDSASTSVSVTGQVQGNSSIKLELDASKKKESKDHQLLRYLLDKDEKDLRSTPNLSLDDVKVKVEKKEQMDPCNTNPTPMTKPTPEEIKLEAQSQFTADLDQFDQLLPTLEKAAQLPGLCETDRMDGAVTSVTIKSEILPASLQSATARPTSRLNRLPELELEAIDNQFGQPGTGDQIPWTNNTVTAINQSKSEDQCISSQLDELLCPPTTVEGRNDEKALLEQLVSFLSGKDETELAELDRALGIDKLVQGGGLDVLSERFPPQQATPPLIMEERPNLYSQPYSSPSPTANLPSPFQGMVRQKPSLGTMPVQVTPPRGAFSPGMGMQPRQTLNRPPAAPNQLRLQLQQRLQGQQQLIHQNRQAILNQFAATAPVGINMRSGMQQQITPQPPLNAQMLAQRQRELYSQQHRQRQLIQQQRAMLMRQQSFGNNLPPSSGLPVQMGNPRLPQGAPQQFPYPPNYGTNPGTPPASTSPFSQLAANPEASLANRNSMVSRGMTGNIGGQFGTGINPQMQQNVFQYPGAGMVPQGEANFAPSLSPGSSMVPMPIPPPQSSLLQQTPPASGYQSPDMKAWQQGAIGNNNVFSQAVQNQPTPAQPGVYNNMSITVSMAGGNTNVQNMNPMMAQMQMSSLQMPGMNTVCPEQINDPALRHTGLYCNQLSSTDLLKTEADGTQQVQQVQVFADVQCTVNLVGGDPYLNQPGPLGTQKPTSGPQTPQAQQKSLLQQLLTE
TROY signal inh: inhibitors of TROY-dependent NF-kB signaling. Q293 LMP1-TROYcd NF-kB luciferase reporter, 4 h. inhibition, % at 10 µM. hit rate 0.98% among 360,000. AID 1347056;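 active = compounds whose plate-normalised and pattern-corrected inhibition of the luciferase reporter signal at the single screening dose is 50% or more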
NR2F2 inh: blocks human COUP-TFII nuclear receptor. HEK293T NGFI-A luciferase reporter, luminescence. inhibition, % at 8.6 µM. hit rate 0.7% among 370,000. P24468;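 active = inhibition above a per-plate cutoff, mean inhibition of test wells between control levels plus 3 SD, cut at about 38% in these data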;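 note: cells cotransfected with COUP-TFII expression vector driving the NGFI-A reporter; 0% = median of COUP-TF2 test wells and 100% = reporter-only cells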
SRC2 inh: human SRC2 (NCOA2) inhibition. AID 651957. Q15596. inhibition, % at 9 µM. HEK293 GAL4-SRC2 luciferase reporter, luminescence. hit rate 0.17% among 370,000;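 active = inhibition above the mean inhibition of all tested compounds plus 3 SD, set per campaign, cut at about 52% in these data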;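 note: 0% = DMSO treated cells and 100% = cells given Gossypol at 36 µM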
NR5A2 inv ag: suppresses constitutive activity of human LRH-1; O00482; HEK293T StAR-luciferase reporter, LRH-1 transfected, 24 h; inhibition, % at 3.6 µM; hit rate 0.13% among 360,000;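 active = inhibition above the mean inhibition of all tested compounds plus 3 SD, cut at about 73% in these data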;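 note: 0% = DMSO wells and 100% = reporter-only cells lacking LRH-1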
TLR9-MyD88 block: inhibitors of human TLR9-MyD88 binding. Q9NR96+Q99836. CHO BLA complementation TLR9-MyD88, CCF4 FRET ratio. inhibition, % at 4.98 µM. hit rate 0.21% among 340,000. AID 504734;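 active = inhibition above the mean over all tested compounds plus 3 SD, cut at about 21% in these data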;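 note: 0% = DMSO only wells and 100% = clavulanate BLA inhibitor control wells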
Starred values were filed as active, the others as inactive; / = not tested or not shown.

Structure	Vif inh	LMP1 NFkB inh	SRC3 inh	NOD2-RIPK2 inh	TRAIL sens C8	SRC1 inh	TROY signal inh	NR2F2 inh	SRC2 inh	NR5A2 inv ag	TLR9-MyD88 block
Cc1cc(C(=O)NNC(=S)NC(C)c2ccccc2)c2ccccc2n1 (stereo not drawn)	3	-20	12	-7	3	12	4	7	-15	9	-2
CCOC(=O)c1ccc(S(=O)(=O)N2CCN(C3CC(=O)N(c4ccccc4C(F)(F)F)C3=O)CC2)cc1 (stereo not drawn)	1	-4	-20	1	-5	-3	6	15	-4	1	-4
Cc1ccc(CNC(=O)C(=O)NCC2CCCN2S(=O)(=O)c2cc(C)ccc2C)cc1 (stereo not drawn)	1	-1	20	0	12	11	-12	13	17	-10	-2
O=C(NC(c1ccc(Cl)cc1)c1ccsc1)C1CCN(Cc2cccc(Cl)c2)CC1 (stereo not drawn)	19	/	0	1	28	17	9	5	5	-8	/
Cc1cc(NC(=O)C2CC=CCC2C(=O)O)ccc1NC(=O)c1ccccc1 (stereo not drawn)	-1	-9	-15	-6	17	-1	5	-8	9	6	1
Cc1ccc(S(=O)(=O)CCC(=O)Nc2ccccc2Br)cc1	-18	-7	-30	-4	-2	-9	-28	3	-4	2	-3
CC(C)(C)c1cnnn1-c1ccc(-c2csc(N)n2)cc1	2	-5	10	-6	9	-44	-22	-18	6	-14	-9
CN(C)CCCNc1nc(-c2ccccc2)c2c(c1C#N)CC(C)(C)OC2	3	9	-5	-2	-3	-2	-2	3	-1	2	4
Cc1ccc(-c2nc(CSCC(=O)NCC3CCCO3)c(C)o2)cc1 (stereo not drawn)	-4	6	-33	-7	7	-9	-17	-9	-3	-18	-1
Cc1ccc(C2OC(=O)C=C2c2ccccc2)cc1 (stereo not drawn)	-11	1	-5	-20	1	1	-7	-5	-2	17	-7
COC(=O)c1ccc(CSC2=NC[C@@H]3[C@@H]4C(=O)N(Cc5ccccc5)C(=O)[C@@H]4[C@](C)(C(=O)OC)N23)cc1	5	-6	4	-6	7	7	1	-15	-25	17	0
CN(C)S(=O)(=O)n1cc(/C=C(\NC(=O)c2ccccc2)C(=O)NCCN2CCOCC2)c2ccccc21	6	8	0	-3	-1	5	-2	-2	2	-17	11
Cc1ccc(CN(C(=O)c2ccc([N+](=O)[O-])cc2)C2CCS(=O)(=O)C2)o1 (stereo not drawn)	2	-4	12	3	5	-1	10	-9	11	9	4
CCCCc1nnc(NC(=O)CSc2nc(C)cc(=O)[nH]2)s1	9	5	1	-17	-12	7	-7	7	-5	10	-1
COc1ccccc1NC(=S)N(CCc1nc2cc(C)c(C)cc2[nH]1)Cc1cccnc1	-1	-18	8	-4	1	4	-9	0	-15	-11	-12
Cc1ccc(NC(=O)Nc2cc(C(F)(F)F)c[nH]c2=O)cc1	-8	25	0	-4	-5	12	1	-3	28	4	-5
Nc1cc(-c2ccc(Br)cc2)nc2cc(-c3ccccc3)nn12	-10	-10	4	-4	13	13	21	22	8	-3	-9
O=C(CCS(=O)(=O)c1ccc2c(c1)NC(=O)CS2)NCc1ccccc1Cl	0	6	18	1	-9	4	9	/	/	1	-1
O=C(O)c1ccccc1C(=O)OCc1ccccc1	5	-2	-15	-7	1	-19	-11	-1	-15	2	2
COc1ccc(C(=O)N/C(=C\c2cn(S(=O)(=O)N(C)C)c3ccccc23)C(=O)NCCN2CCOCC2)cc1	-3	0	23	-6	-7	5	-40	0	5	-2	-1
O=C(NC(c1ccc(F)cc1)c1ccc2ccccc2n1)C1CCN(Cc2ccc3ccccc3n2)CC1 (stereo not drawn)	3	/	-21	8	5	-6	-4	10	-4	-1	/
CCOc1ccc(-n2nnnc2SCC(=O)N2CCOCC2)cc1	-7	3	11	6	3	-3	-8	16	-6	5	0
Cn1cnc(S(=O)(=O)NC2CCN(Cc3c(F)cccc3Cl)CC2)c1	8	6	2	-8	0	-10	7	-1	-14	-10	4
OC(CNCCNc1ncccc1C(F)(F)F)Cn1ccc2ccccc21 (stereo not drawn)	-3	9	4	8	13	3	-7	8	-24	1	-2

Gathered by group: the entries above containing fluorine.
Structure	Vif inh	LMP1 NFkB inh	SRC3 inh	NOD2-RIPK2 inh	TRAIL sens C8	SRC1 inh	TROY signal inh	NR2F2 inh	SRC2 inh	NR5A2 inv ag	TLR9-MyD88 block
CCOC(=O)c1ccc(S(=O)(=O)N2CCN(C3CC(=O)N(c4ccccc4C(F)(F)F)C3=O)CC2)cc1 (stereo not drawn)	1	-4	-20	1	-5	-3	6	15	-4	1	-4
Cc1ccc(NC(=O)Nc2cc(C(F)(F)F)c[nH]c2=O)cc1	-8	25	0	-4	-5	12	1	-3	28	4	-5
O=C(NC(c1ccc(F)cc1)c1ccc2ccccc2n1)C1CCN(Cc2ccc3ccccc3n2)CC1 (stereo not drawn)	3	/	-21	8	5	-6	-4	10	-4	-1	/
Cn1cnc(S(=O)(=O)NC2CCN(Cc3c(F)cccc3Cl)CC2)c1	8	6	2	-8	0	-10	7	-1	-14	-10	4
OC(CNCCNc1ncccc1C(F)(F)F)Cn1ccc2ccccc21 (stereo not drawn)	-3	9	4	8	13	3	-7	8	-24	1	-2

More records.
Structure	Vif inh	LMP1 NFkB inh	SRC3 inh	NOD2-RIPK2 inh	TRAIL sens C8	SRC1 inh	TROY signal inh	NR2F2 inh	SRC2 inh	NR5A2 inv ag	TLR9-MyD88 block
O=C(CCc1ccc(O)cc1)NN=Cc1cc(Br)ccc1O	-6	7	28	1	10	16	11	23	13	33	-11
Cc1cccc(OCCCC(=O)NC(C)c2ccccc2)c1 (stereo not drawn)	/	-3	6	-1	-5	5	-16	-1	4	-28	5
O=C(OCCN1CCCCC1)C1(c2ccccc2)CCCC1	1	7	10	-8	-4	6	7	5	13	13	6
O=C(NCC1CCCO1)c1cccc(S(=O)(=O)NCc2ccccc2)c1 (stereo not drawn)	1	2	-6	-12	-1	15	-1	0	20	17	-10
O=C(/C=C/c1cccc([N+](=O)[O-])c1)Nn1c(-c2ccccc2F)nc2ccccc2c1=O	4	-3	13	-6	-3	-4	0	16	-24	19	-10
CCC[N+](C)(C)C(C)C(OC(C)=O)c1ccccc1 (stereo not drawn)	4	7	9	0	-3	-8	-21	-15	-24	4	-4
c1ccc(Oc2cccc(OCCCCN3CCCC3)c2)cc1	2	-11	3	-7	1	-1	4	3	18	-31	6
COC(=O)/C(C#N)=C/c1c(Oc2cc(C)cc(C)c2)nc2ccccn2c1=O	6	/	21	-16	-21	8	-13	-7	-37	9	/
COc1ccc(C(C(=O)NCc2ccccc2)N(Cc2cccnc2)C(=O)c2snc(C(N)=O)c2N)cc1OC (stereo not drawn)	-2	-5	-2	-18	-18	4	-6	2	-3	-4	-13
O=[n+]1cc(-c2ccc(Cl)cc2)n([O-])c2c1CCCCC2	6	-7	17	-26	2	8	-43	-11	0	-7	5
O=C(N/N=C/c1cccs1)c1ccccn1	0	-9	-68	1	9	-84	-23	-38	-50	-100	1
CC(=O)Nc1ccc(S(=O)(=O)N(C)CC(=O)OCC(=O)c2cc(C)n(-c3ccc4c(c3)OCO4)c2C)cc1	5	3	10	18	2	-5	-34	8	-3	21	-1
COc1ccc(-c2cc(NC=O)c3ncc(-c4cccc(C(=O)NCCN(C)C)c4)n3c2)cc1	1	/	-11	-11	3	-1	5	-17	13	8	/
Fc1ccccc1/C=N/Nc1cc(N2CCCCC2)ncn1	1	-36	-105	3	38	-119	10	-54	-49	-183	7
O=C(O)c1cccc(NC(=O)c2ccc(N3C(=O)c4ccc(C(=O)Nc5cccc(C(=O)O)c5)cc4C3=O)cc2)c1	20	1	-7	3	-3	7	3	-6	0	2	4
Cc1sc2nc(SCC(=O)Nc3ccc(S(=O)(=O)NCCCC(=O)O)cc3)[nH]c(=O)c2c1C	0	2	4	-7	4	6	-1	16	13	-1	-1
Cc1ccc(NC(=O)CCN2C(=O)c3ccccc3S2(=O)=O)cc1C	/	5	-5	4	5	1	-48	8	-23	-1	-3
CC(C)C1C(=O)N(Cc2cn(CCC3OCCCO3)nn2)CCS(=O)(=O)N1Cc1ccc(-c2cccc(N(C)C)c2)cc1 (stereo not drawn)	-1	-5	12	-8	-9	2	3	-12	12	0	-2

One compound at a time (already shown). Screens in order: Vif inh, LMP1 NFkB inh, SRC3 inh, NOD2-RIPK2 inh, TRAIL sens C8, SRC1 inh, TROY signal inh, NR2F2 inh, SRC2 inh, NR5A2 inv ag, TLR9-MyD88 block
Listed for Cc1ccc(NC(=O)Nc2cc(C(F)(F)F)c[nH]c2=O)cc1 → -8, 25, 0, -4, -5, 12, 1, -3, 28, 4, -5
Listed for Cc1ccc(C2OC(=O)C=C2c2ccccc2)cc1 (stereo not drawn) → -11, 1, -5, -20, 1, 1, -7, -5, -2, 17, -7
Listed for Cc1ccc(CN(C(=O)c2ccc([N+](=O)[O-])cc2)C2CCS(=O)(=O)C2)o1 (stereo not drawn) → 2, -4, 12, 3, 5, -1, 10, -9, 11, 9, 4
Listed for OC(CNCCNc1ncccc1C(F)(F)F)Cn1ccc2ccccc21 (stereo not drawn) → -3, 9, 4, 8, 13, 3, -7, 8, -24, 1, -2
Listed for COc1ccccc1NC(=S)N(CCc1nc2cc(C)c(C)cc2[nH]1)Cc1cccnc1 → -1, -18, 8, -4, 1, 4, -9, 0, -15, -11, -12

Some of the compounds tested; count on the stated rates, not on these rows.
